KCNH2 3.1 inh: blocks the human KCNH2 3.1 channel isoform. U2OS KCNH2 3.1, thallium flux FluxOr; active compounds read low. activity change, % (tested at about 1.8 µM). actives 0.95% (n = 340,000);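 active = maximum activity change below -70%; inconclusive = maximum activity change from -70% to -50%; inactive = maximum activity change above -50%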;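 note: thallium influx rate constant from kinetic fluorescence after stimulation buffer; % is set by controls: 0 for no effect and ±100 for the full control effect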
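Measured as rate of thallium-driven FluxOr signal in transduced U2OS cells carrying the 3.1 channel, read kinetically for 2 min upon stimulation; values are rate constants scaled to DMSO control wells.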
Tb PFK block: T. brucei PFK enzyme inhibition; T. brucei PFK, ADP-Glo luminescence; actives 0.17% (n = 330,000); Potency, µM (top dose mostly 57.5 µM), without a hit: top-dose activity, negative = inhibition, hits mostly inhibitors;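 note: potency is the fitted concentration of half-maximal effect; 0% = uninhibited 1x PFK enzyme wells and -100% = no-enzyme wells; nearly all actives have a fitted effect of over 60% in size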
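Luminescent ADP detection (ADP-Glo, two-step: ATP depletion then ADP-to-ATP conversion for luciferase) reported PFK activity after 45 min room-temperature reaction of 1.25 nM enzyme with 0.5 mM F6P and 0.1 mM ATP at pH 8.0.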
FLuc counter: counter-screen for miR-21 project: firefly luciferase inhibitors or activators | purified FLuc, Km substrates, luminescence inhibition | Potency, µM (series often up to 57.5 µM), for inactives: at the highest dose activity change, negative = inhibition, actives largely listed as inhibitors | actives 6.9% (n = 360,000) | AID 588342;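 note: potency is the fitted concentration of half-maximal effect; plate controls were vehicle for no effect and reference inhibitor for full effect; nearly all actives have a fitted effect of over 55% in size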
Target sequence (P08659 whole entry, looked up): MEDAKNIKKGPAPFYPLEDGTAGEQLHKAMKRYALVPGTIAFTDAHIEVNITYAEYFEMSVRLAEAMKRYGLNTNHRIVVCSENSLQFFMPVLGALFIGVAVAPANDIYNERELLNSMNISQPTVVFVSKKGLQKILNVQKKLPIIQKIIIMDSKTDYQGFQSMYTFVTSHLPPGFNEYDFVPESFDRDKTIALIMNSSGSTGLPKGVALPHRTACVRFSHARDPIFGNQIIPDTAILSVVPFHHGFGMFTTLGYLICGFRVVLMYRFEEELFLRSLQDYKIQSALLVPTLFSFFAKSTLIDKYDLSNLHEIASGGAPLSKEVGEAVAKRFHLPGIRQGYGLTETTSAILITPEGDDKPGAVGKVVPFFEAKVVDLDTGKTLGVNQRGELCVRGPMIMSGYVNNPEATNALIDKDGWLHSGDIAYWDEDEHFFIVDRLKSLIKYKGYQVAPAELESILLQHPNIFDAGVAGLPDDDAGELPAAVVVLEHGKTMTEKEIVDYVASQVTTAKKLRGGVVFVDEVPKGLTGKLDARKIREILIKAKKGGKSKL
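Purified P. pyralis luciferase, 10 nM final, with Km-level 10 uM D-luciferin and 10 uM ATP in 50 mM Tris acetate pH 7.5, 10 mM Mg acetate, 0.01% Tween-20, 0.05% BSA; 6-point qHTS titration about 60 µM downward; luminescence read.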
uPA generation: inhibitors of cell surface uPA generation; cell surface uPA generation assay, qHTS; Potency, µM (highest dose often 38.3 µM), inactives show at the top dose activity change, negative = inhibition, usual class: inhibitors; actives 0.31% (n = 330,000); AID 540303; active = well fitted inhibition curve with a large enough effect; inconclusive = small, poorly fitted or top-dose-only effect; inactive = no such curve, though single readings can be large or run the other way; tested in mouse RAW 264.7 cells; note: potency is the fitted concentration of half-maximal effect; % is set by controls: 0 for no effect and ±100 for the full control effect; nearly all actives have a fitted effect of over 55% in size
NPC1 prom act: activates the NPC1 promoter; actives 2.4% (n = 320,000); Potency, µM (highest dose often 9.22 µM), without a hit: at the highest dose activation, usual class: activators; AID 485313; Huh7 NPC1 promoter luciferase reporter, 24 h;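 note: potency is the fitted concentration of half-maximal effect; % of control where 0% means no effect; nearly all actives have a fitted effect of over 60% in size; reporter is driven by a mutant NPC1 promoter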
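Stable NPC1-promoter luciferase Huh7 line; cpd (DMSO) 24 h, 37 °C, 5% CO2; Amplite luciferase reagent 10 min RT; luminescence readout. qHTS format.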
Giardia killer: kills Giardia lamblia; actives 0.15% (n = 340,000); Giardia lamblia trophozoite viability; activity change, % at 7.66 µM, hits read low; in the data active = activity change below about -80%; inconclusive = between about -30% and that limit;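 note: parasites exposed to compound for two days anaerobically before the ATP read; % is set by controls: 0 for no effect and ±100 for the full control effect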
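Luminescent ATP signal served as the viability read-out, measured 15-30 min after adding ATP detection reagent to trophozoites that had been incubated with compounds for 48 hrs at 37 deg C anaerobically at 100 cells/well.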
Coupling enz: inhibits coupling enzyme system, counter-screen for aldolase hits | coupling enzyme system counterscreen, AmpLite Red fluorescence | activity change, negative = inhibition, % at 58.2 µM, hits read low | actives 0.67% (n = 290,000) | AID 2472; in the data active = activity change below about -30%; note: % is set by controls: 0 for no effect and ±100 for the full control effect
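Counterscreen lacking aldolase: glyceraldehyde-3-phosphate coupling-enzyme reagent preincubated 10 min at RT with compound (at 57.5 uM final), then substrate/coupling system with AmpLite Red added; fluorescence read at 525/598 nm after 20 min RT.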
Rab9 prom act: activates the Rab9 promoter | AID 485297 | Potency, µM (doses to about 9.22 µM), without a hit: at the highest dose activation, negative = inhibition, usual class: activators | Huh7 Rab9 promoter-luciferase reporter, luminescence, 24 h | actives 2.8% (n = 320,000); note: potency is the fitted concentration of half-maximal effect; % of control where 0% means no effect; nearly all actives have a fitted effect of over 60% in size
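Luminescence from Amplite-detected luciferase (10 minutes, ambient) reports Rab9 promoter activation. Before that, stable Rab9-luciferase Huh7 cells (1500/well, reduced-serum OP-MEM I plus 10% FBS) were exposed to compound for 24 hours at 37C.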
Gal4-VP16 FLuc: inhibits Gal4-VP16 luciferase reporter, ROR gamma counter-screen. AID 2546. Potency, µM (top dose mostly 53.6 µM), for the others: at the highest dose activity, negative = inhibition, usual class: inhibitors. Drosophila S2 Gal4-VP16 UAS-luciferase, luminescence, 20 h. actives 3.5% (n = 310,000);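 note: Gal4-VP16 expression switched on by copper sulfate through the metallothionein promoter; potency is the fitted concentration of half-maximal effect; % is set by controls: 0 for no effect and ±100 for the full control effect; nearly all actives have a fitted effect of over 50% in size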
ELG1 genotoxic: genotoxicity induction in ELG1-luciferase HEK293T cells | HEK293T ELG1-luciferase reporter, luminescence, 16 h | Potency, µM (titrated, usually from 46 µM), without a hit: top-dose activity change, positive = activation, actives largely listed as activators | actives 1.3% (n = 330,000); note: potency is the fitted concentration of half-maximal effect; % of control where 0% means no effect; nearly all actives have a fitted effect of over 60% in size
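Screening used a luciferase reporter fused to human ELG1 in HEK293T cells. Luminescence was read on a CCD plate imager after 16 hr exposure and 30 min ONE-Glo incubation.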
RORg inh: blocks mouse ROR gamma transcriptional activity; P51450; actives 5.4% (n = 310,000); Potency, µM (titrated, usually from 53.6 µM), for inactives: at the highest dose activity change, negative = inhibition, hits mostly inhibitors; Drosophila S2 Gal4-RORgamma UAS-luciferase reporter, 20 h; note: potency is the fitted concentration of half-maximal effect; % is set by controls: 0 for no effect and ±100 for the full control effect; nearly all actives have a fitted effect of over 60% in size
Target sequence (P51450 whole entry, looked up, the tested form may be a part): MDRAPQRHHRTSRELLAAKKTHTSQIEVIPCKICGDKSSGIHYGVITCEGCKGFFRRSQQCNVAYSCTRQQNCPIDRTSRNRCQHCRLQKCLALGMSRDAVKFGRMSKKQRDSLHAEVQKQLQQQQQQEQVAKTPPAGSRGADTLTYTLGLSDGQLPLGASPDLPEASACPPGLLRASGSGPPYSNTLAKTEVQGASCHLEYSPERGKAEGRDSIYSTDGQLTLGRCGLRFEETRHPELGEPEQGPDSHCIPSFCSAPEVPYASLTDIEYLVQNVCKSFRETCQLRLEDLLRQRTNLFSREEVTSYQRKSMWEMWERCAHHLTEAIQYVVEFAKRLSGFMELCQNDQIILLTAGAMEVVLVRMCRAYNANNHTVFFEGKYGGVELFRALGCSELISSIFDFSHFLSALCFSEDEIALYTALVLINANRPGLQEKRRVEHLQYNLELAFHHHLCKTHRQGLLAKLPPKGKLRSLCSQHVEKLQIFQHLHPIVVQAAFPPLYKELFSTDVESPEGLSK
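A Gal4/UAS one-hybrid system in insect cells: metallothionein-promoter Gal4–ROR gamma fusion plus Photinus luciferase reporter. Copper sulfate 700 uM final, 20 hr ambient incubation, luminescent detection after 10 min with reagent.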
The depositor's hits bear a star; ? = inconclusive; · = no result given; [ ] = dose if it differs, or a comment. Unless noted, calls come from the whole dose curve; as a rule, active = well fitted curve in the direction sought with a large enough effect; inconclusive = small, poorly fitted or top-dose-only effect, or another doubt; inactive = no such curve, though single readings can be large; an effect the other way counts as inactive or inconclusive.

mol,KCNH2 3.1 inh,Tb PFK block,FLuc counter,uPA generation,NPC1 prom act,Giardia killer,Coupling enz,Rab9 prom act,Gal4-VP16 FLuc,ELG1 genotoxic,RORg inh
COC(=O)Cn1c(=O)sc2ccccc21,20.2,1.2%,2.9%,-0.8%,0.9%,-24.2,0.0,4.6%,9.4%,-2.7%,-26.6%
COc1ccc(CCNC(=O)CN2C(=O)COc3ccc(S(=O)(=O)N4CCOCC4)cc32)cc1OC,19.9,-0.2%,-0.2%,-4.4%,1.3%,-1.4,·,3.7%,17.3%,-0.9%,-17.9%
COc1ccc(S(=O)(=O)NCc2ccc(C(=O)N3CCN(Cc4ccccc4)CC3)cc2)cc1,-12.4,-1.4%,-8.2%,-7.9%,-10.8%,-16.0,·,-28.0%,0.7%,-9.8%,7.3%
CCS(=O)(=O)c1ccc(Sc2nncn2C)c([N+](=O)[O-])c1,-4.2,-1.3%,-0.5%,-3.3%,-0.4%,6.5,6.2,11.3%,-4.3%,-1.6%,-1.7%
CC(C)c1ccccc1N1CC(C(=O)O)CC1=O (stereo not given),2.6,-4.4%,5.4%,-0.9%,-0.5%,5.9,0.2,-3.6%,2.4%,-0.6%,-5.2%
COc1c(OC)c(O)c2c(=O)c(O)c(-c3ccccc3)oc2c1OC,6.7,0.1%,-10.6%,?,8.5%,?,-0.3,-0.7%,?,-4.9%,?
O=C(C1CCCCC1)N1CCC(c2nc3ccccc3[nH]2)CC1,-89.6*,2.3%,10.1%,·,4.9%,-12.3,0.2,-4.1%,-3.2%,7.6%,36.4%
CCC1=NN(C(=O)CCc2ccccc2O)C(O)(C(F)(F)F)C1 (stereo not given),-3.9,-1.2%,2.0%,6.9%,-1.8%,-14.6,-0.1,-6.0%,?,-1.0%,10µM*
Cn1c2ccccc2c2n[nH]c(=S)nc21,-3.6,-1.3%,-9.3%,-1.1%,-1.6%,-12.5,-0.5,1.4%,?,-1.6%,-1.5%[1.91 µM]
CCc1cccc(C)c1NC(=O)CCCSc1nc2ccccc2s1,-7.5,2.9%,-0.4%,-2.6%,-1.3%,8.7,1.2,-3.9%,-2.3%,-2.1%,11.6%
O=C(Cc1ccccc1)NC(NCCCN1CCOCC1)(C(F)(F)F)C(F)(F)F,10.0,0.0%,-0.3%,-6.8%,1.0%,-5.1,0.7,0.5%,-1.3%,-1.1%,8.3%
CCCCNC(=O)C1CCN(C/C(C)=C/c2ccccc2)CC1,-20.3,-0.3%,5.3%,1.9%,1.4%,4.8,3.0,-1.5%,-1.7%,0.3%,-0.7%
COc1cccc(NC(=O)CCSc2ccc(C)cc2)c1,5.7,0.0%,-4.2%,1.2%,7.7%,11.2,-2.0,1.3%,-0.5%,-1.1%,-3.6%
COc1ccc(NC(=O)c2cccc(S(=O)(=O)N3CCCCCC3)c2)cc1,-4.6,-9.2%,-6.3%,0.3%,-0.8%,5.2,0.7,0.1%,1.3%,0.9%,?
Cc1cc(-c2ccc(C)c(S(=O)(=O)NCCCN3CCN(c4ccccc4)CC3)c2)on1,-9.7,-1.8%,0.1%,?,-2.7%,27.4,·,-8.6%,-11.4%,-17.1%,16.5%
COc1ccc(Cl)cc1NC(=O)CNC(c1ccccc1)c1ccccc1,-45.3,1.2%,-0.1%,0.5%,-0.4%,-3.8,-4.5,-3.6%,2.51µM*,-13.2%,?
CCOc1ccc(/C=C\C(C)=N\O)cc1,-0.9,-8.0%,8.49µM*,?,2µM*,?,0.8,2.24µM*,-2.6%,10.3µM*,-11.9%
NC(Cc1c[nH]c2ccccc12)C(=O)NCc1ccco1 (stereo not given),-1.8,-3.3%,-1.0%,-20.7%,-2.2%,-13.6,2.4,-1.8%,9.1%,-0.2%,9.8%
O=C1CCC([N+](=O)[O-])C(c2ccc(F)c(Br)c2)N1 (stereo not given),21.3,-5.1%,-1.9%,0.6%,0.0%,21.1,1.6,0.1%,0.3%,-1.9%,8.4%
CC(OC(=O)C1CCN(S(=O)(=O)c2ccc(F)cc2)CC1)C(=O)NC1CCCCC1C (stereo not given),-5.3,5.0%,-0.1%,-7.2%,-2.7%,-4.1,·,0.9%,·,0.7%,·
Cc1cc(C)c(S(=O)(=O)NCC2CCC(C(=O)NCCCN3CCOCC3)CC2)c(C)c1 (stereo not given),-9.9,2.6%,0.3%,2.4%,8.6%,-16.3,1.8,-6.9%,-4.2%,-0.2%,-2.7%
CCCn1c(SCC(=O)Nc2ccc(F)c(Cl)c2)nc(O)cc1=O,0.0,-1.9%,·,14.0%,·,3.0,·,·,·,2.4%,·
CCCn1c(SCC(=O)Nc2cc(S(=O)(=O)N3CCOCC3)ccc2Cl)n[nH]c1=O,-11.3,-0.4%,2.7%,5.9%,-7.3%,-11.2,5.4,-9.0%,-18.9%,-3.1%,?
Fc1ccc(-c2csc3nnc(SCc4cccnc4)n23)cc1,5.5,3.5%,1.2%,·,-4.2%,12.3,3.6,0.7%,27.5%,3.6%,-20.7%
CC(C)n1nnnc1SCC(=O)N(C)C1CCS(=O)(=O)C1 (stereo not given),-18.8,0.7%,·,3.8%,·,-7.3,·,·,·,0.5%,·
CC(=O)N(Cc1ccco1)C1(C(=O)NC2CCCC2)CCCCC1,7.0,-4.2%,0.9%,0.4%,0.0%,23.2,4.6,-0.6%,12.2%,2.5%,1.7%
O=C(C1CC1(c1ccccc1)c1ccccc1)N1CCOCC1 (stereo not given),7.9,0.6%,2.0%,2.3%,-0.9%,20.0,1.0,-6.7%,-8.0%,1.2%,-7.1%
COc1ccccc1C(=O)Nc1nc2ccc(S(C)(=O)=O)cc2s1,9.5,3.5%,?,-2.5%,27.3%,-10.9,1.4,?,-0.2%,9.9%,38.9%
O=C(OCc1ccccc1)C1CCCN1C(=O)c1cccs1 (stereo not given),-3.2,3.4%,0.6%,-1.2%,3.5%,-15.7,-1.4,3.0%,1.2%,-0.3%,-18.0%
CCOC(=O)CSC(CC)C(=O)Nc1nnc(CC)s1 (stereo not given),4.6,2.3%,-0.4%,-1.5%,-1.9%,-13.7,0.0,-5.4%,4.3%,-5.2%,29.6%

Additional compounds.
mol,KCNH2 3.1 inh,Tb PFK block,FLuc counter,uPA generation,NPC1 prom act,Giardia killer,Coupling enz,Rab9 prom act,Gal4-VP16 FLuc,ELG1 genotoxic,RORg inh
NS(=O)(=O)c1cccn1-c1ncc(C(F)(F)F)cc1Cl,-5.5,2.4%,-0.4%,-1.6%,6.3%,4.1,1.3,2.8%,-7.4%,1.7%,-9.8%
COC(=O)c1sccc1NC(=S)N1CCC(C(N)=O)CC1,11.2,0.8%,2.1%,4.0%,-3.1%,-5.4,-1.6,-4.5%,7.1%,3.8%,5.0%
COc1cccc(N=c2oc3ccccc3cc2-c2nc3ccccc3[nH]2)c1,-15.1,-3.9%,9.53µM*,-8.4%,3.16µM*,?,2.3,1.58µM*,?,?,7.94µM*
CCc1ccc(N2CC(C(=O)NNC(=O)c3ccc(F)cc3)CC2=O)cc1 (stereo not given),-5.3,-12.4%,-4.3%,-0.7%,-3.4%,-13.5,·,0.5%,·,-0.6%,·
Cc1ccc(N2C(=O)CC(c3c[nH]c4ccccc34)C2=O)cc1 (stereo not given),-8.0,0.3%,-3.7%,4.4%,-1.1%,9.6,-1.5,1.6%,-2.1%,0.0%,38.3%
CCOC(=O)c1c(NC(=O)CSc2nnc(C)c(=O)[nH]2)sc(C)c1-c1ccc(C)cc1,3.8,2.2%,1.8%,-4.9%,-0.4%,-19.5,13.9,-0.8%,4.1%,1.4%,-20.9%
O=C(NCc1cccnc1)c1cc(-c2cccs2)on1,12.5,-0.3%,?,?,?,-24.9,1.1,?,-6.5%,9.9%,15.2%

Marked active in NPC1 prom act (from the list above):
canonical_smiles	Tb PFK block	uPA generation	NPC1 prom act	Rab9 prom act
CCOc1ccc(/C=C\C(C)=N\O)cc1	-8.0%	?	2µM*	2.24µM*
COc1cccc(N=c2oc3ccccc3cc2-c2nc3ccccc3[nH]2)c1	-3.9%	-8.4%	3.16µM*	1.58µM*

Laid out differently: results already given.
mol: COC(=O)Cn1c(=O)sc2ccccc21
- KCNH2 3.1 inh: 20.2
- Tb PFK block: 1.2%
- FLuc counter: 2.9%
- uPA generation: -0.8%
- NPC1 prom act: 0.9%
- Giardia killer: -24.2
- Coupling enz: 0.0
- Rab9 prom act: 4.6%
- Gal4-VP16 FLuc: 9.4%
- ELG1 genotoxic: -2.7%
- RORg inh: -26.6%

mol: O=C(C1CC1(c1ccccc1)c1ccccc1)N1CCOCC1 (stereo not given)
- KCNH2 3.1 inh: 7.9
- Tb PFK block: 0.6%
- FLuc counter: 2.0%
- uPA generation: 2.3%
- NPC1 prom act: -0.9%
- Giardia killer: 20.0
- Coupling enz: 1.0
- Rab9 prom act: -6.7%
- Gal4-VP16 FLuc: -8.0%
- ELG1 genotoxic: 1.2%
- RORg inh: -7.1%

Compound activity from PubChem BioAssay.
